UDG counter – UDG inhibition counter-screen; Potency, µM (titrated, usually from 115 µM), for the others: at the top dose activity change, negative = inhibition, hits mostly inhibitors; FRET deamination/UDG coupled assay, UDG read, 4 h; actives 0.14% (n = 91,000); note: nearly all actives have a fitted effect of over 65% in size
AID inh – activation induced cytidine deaminase inhibition; Q9GZX7; AID deamination FRET fluorescence, UDG-coupled, 4 h; Potency, µM (top dose mostly 115 µM), for inactives: at the top dose activity change, negative = inhibition, usual class: inhibitors; actives 0.32% (n = 91,000); note: nearly all actives have a fitted effect of over 25% in size
Target sequence (Q9GZX7 whole entry, looked up): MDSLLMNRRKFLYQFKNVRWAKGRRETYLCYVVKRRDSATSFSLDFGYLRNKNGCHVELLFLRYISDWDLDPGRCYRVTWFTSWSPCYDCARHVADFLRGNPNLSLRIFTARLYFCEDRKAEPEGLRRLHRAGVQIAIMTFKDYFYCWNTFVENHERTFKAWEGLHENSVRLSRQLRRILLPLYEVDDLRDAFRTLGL
Starred values were filed as active, the others as inactive; ? = inconclusive; & = joins results of further samples; [ ] = another dose, or the depositor's remark. Calls come from the whole dose curve; as a rule, active = well fitted curve in the direction sought with a large enough effect; inconclusive = small, poorly fitted or top-dose-only effect, or another doubt; inactive = no such curve, though single readings can be large; an effect the other way counts as inactive or inconclusive. % is set by controls: 0 for no effect and ±100 for the full control effect; potency is the fitted concentration of half-maximal effect.

SMILES | UDG counter | AID inh
CN1C(=O)C2(CC(=O)Nc3c2cnn3Cc2ccccc2Cl)c2cccc(Cl)c21 (stereo not drawn) | 9.8% | -6.5%
CCn1nc(C(=O)Nc2nc3c(s2)CC(C)CC3)c2ccccc2c1=O (stereo not drawn) | -10.3% | -10.0%
COc1ccc(C2C=C(c3ccc(F)cc3)Nc3nnnn32)cc1OCc1ccccc1 (stereo not drawn) | -2.8% | -6.5%
N#C/C(=C\c1c(Oc2ccc(Br)cc2)nc2ccccn2c1=O)c1nc2ccccc2s1 | 2.6% | 201.3%
CCOC(=O)CCOC(=O)c1ccc(COc2ccc3ccccc3c2)o1 | -8.0% | -3.2%
CCCC(CCC)C(=O)Nc1cccc(-c2nc3cccnc3s2)c1C | -6.1% | -6.3%
Cc1cc(C)cc(NC(=O)CSc2nnc(-c3cc4occc4n3C)n2-c2ccccc2C)c1 | -12.3% | ?
O=C(O)CCOc1ccc(Cl)cc1 | 2.3% | 4.8%
CCOC(=O)c1ccccc1NC1(c2ccc(OC)cc2)C(=O)c2ccccc2C1=O | -1.9%[57.5 µM] | 30.9%[activator][57.5 µM]
O=C(O)CCCCCCCCCCCC(=O)O | 2.5% | 0.4%
COc1ccc(CCNC(=O)c2ccc3c(c2)N(Cc2ccc(Cl)cc2)C(=O)c2ccccc2S3)cc1OC | -6.3% | -7.9%
CN1CCN(C(=O)C(=O)Nc2c3c(nn2-c2ccc(F)cc2)CSC3)CC1 | 16.6% | 1.2%
CCN(CC)CCCNC(=O)C(=O)Nc1ccc2nc3n(c(=O)c2c1)CCCCC3 | -13.7%[57.5 µM] | -3.9%
CC(C)c1nnc(NC(=O)c2cc(Cl)c3c(c2)OCCO3)s1 | -3.2% | -0.6%
Cc1cccc(C(=O)Nc2cccc(C(=O)OCc3cc(=O)n4ccsc4n3)c2)c1 | -2.8% | 16.2%
Cc1ccc(-c2nnc(SCC(=O)NCCC(C)C)nc2-c2ccc(C)cc2)cc1 | -4.7% | 1.5%
COC(=O)CCNC(=O)N1CCc2[nH]cnc2C1c1cc(Cl)ccc1F (stereo not drawn) | 1.0% | -0.9%
COc1cc2c(cc1OC)n(CC(=O)c1ccc(C)cc1C)c(=O)n1nc(CCn3nc(C)cc3C)nc21 | 1.9% | 21.2%
CC(C)(C)NC(=O)CSc1cc(C(=O)NC2CC2)c2ccccc2n1 | -9.2% | -2.0%
CCOc1ccccc1Oc1coc2cc(OS(C)(=O)=O)ccc2c1=O | -0.1% | -0.5%
CCOc1ccc(C(=O)Nc2ccc3oc(-c4cccc5ccccc45)nc3c2)cc1 | 6.0%[57.5 µM] | -0.8%
CCOC(=O)c1cc(-c2ccccc2)n(-c2cccc(C(=O)NC(C)CC)c2)c1C (stereo not drawn) | 51.6%[activator] | -18.7%
CCCc1ccc(NC(=O)C2CCN(c3cnccn3)CC2)cc1 | -2.9% | -15.4%
CN1C(=O)Cc2cc(S(=O)(=O)CCC(=O)Nc3ccc(Cl)cc3)ccc21 | ? | 15.7%
COc1ccc(-c2cn3cccnc3n2)cc1NC(=O)c1c(F)cccc1F | 2.7%[57.5 µM] | 6.5%
CCOC(=O)c1c(NC(=O)CN2CCCCC2)sc2c1CC(C)(C)OC2 | -2.5% | -2.3%
CC1CN(C(=O)N2CCC(C(=O)NC3CCCCCC3)CC2)c2cc(Cl)ccc2O1 (stereo not drawn) | -25.0% | -5.3%
Nc1nc2ccccc2[n+]([O-])n1 | 9.9% | -1.3%
Cc1ccccc1COC(=O)c1ccc(-c2nnn(Cc3ccccc3F)n2)cc1 | 13.8% | 4.9%
O=C(c1ccc(F)c(C(F)(F)F)c1)N1CC2CCC1C2 (stereo not drawn) | -12.5% | -10.8%

The list goes on (three carried over from the part before).
SMILES | UDG counter | AID inh
Nc1nc2ccccc2[n+]([O-])n1 | 9.9% | -1.3%
Cc1ccccc1COC(=O)c1ccc(-c2nnn(Cc3ccccc3F)n2)cc1 | 13.8% | 4.9%
O=C(c1ccc(F)c(C(F)(F)F)c1)N1CC2CCC1C2 (stereo not drawn) | -12.5% | -10.8%
CN(C)CCN(Cc1ccco1)C(=O)c1cc2c(s1)-c1ccccc1OC2 | -14.3% | ?
O=C(NC1CCCCC1)c1ccc2c(c1)N(Cc1ccccc1)C(=O)c1ccccc1S2 | -7.1% | -11.8%
Cc1ccc2c(c1)c1c(c(=O)n(-c3ccccc3)c(=O)n1CC(=O)NCC1CCCO1)n2C (stereo not drawn) | -5.2% | ?
CCn1nc(C(=O)NCc2ccco2)c2ccccc2c1=O | 4.1% | -1.0%
Cc1ccc(NC(=O)C(=O)NCC2(c3ccccc3)CCCC2)cc1Cl | -2.2% | 8.6%
COc1cc(C(=O)OCC(=O)NC(N)=O)cc(OC)c1OC | -13.9% | -9.6%
Oc1c(C(c2ccc(Cl)cc2Cl)N2CCOCC2)sc2nc(-c3ccco3)nn12 (stereo not drawn) | -5.0%[57.5 µM] | -10.4%
CCCC(=O)NCC(c1ccc2c(c1)OCO2)N1CCOCC1 (stereo not drawn) | 5.1%[57.5 µM] | 9.7%
Cn1nc(C(=O)N(Cc2ccccc2F)C2CC2)c2ccccc2c1=O | -4.9% | -1.3%
CCCSc1ncc(Cl)c(C(=O)Nc2sc3c(c2C(N)=O)CCCC3)n1 | -3.1% | 16.3%
Cc1c(Cl)cccc1NC(=O)c1ccc(NC(=O)C2=CSCCO2)cc1 | 5.7% | -4.6%
CCc1cccc(C)c1NC(=O)COCc1cc(-c2ccc3c(c2)OCO3)on1 | 0.0% | 11.6%
CCN1CCC(N(Cc2ccc3c(c2)OCO3)C(=O)Nc2ccccc2OC)CC1 | -9.4% | -22.0%
O=C(CCc1ncc(-c2ccccc2)o1)NCc1ccccc1Cl | -12.1% | -4.5%
Nc1cc(=O)nc(SCC(=O)Nc2ccc(F)cc2)n1-c1ccc(Cl)cc1 | -3.9%[57.5 µM] | -3.1%[57.5 µM]

Complete entries, quoted from the list.
COc1cc(C(=O)OCC(=O)NC(N)=O)cc(OC)c1OC in the list: UDG counter: -13.9%; AID inh: -9.6%
Cc1ccc2c(c1)c1c(c(=O)n(-c3ccccc3)c(=O)n1CC(=O)NCC1CCCO1)n2C (stereo not drawn) in the list: UDG counter: -5.2%; AID inh: ?
CCCSc1ncc(Cl)c(C(=O)Nc2sc3c(c2C(N)=O)CCCC3)n1 in the list: UDG counter: -3.1%; AID inh: 16.3%

The results go on:
SMILES | UDG counter | AID inh
CCC(C)NC(=O)C1=CC(c2ccc3c(c2)OCO3)=NS(=O)(=O)N1C (stereo not drawn) | 1.5%&4.6% | 7.4%&2.9%
O=C(NCc1ccccc1)c1ccc(NC(=O)N2CCSc3ncccc32)cc1 | -3.3% | 20.0%
N#Cc1ccccc1S(=O)(=O)N1CCC(C(=O)NCCc2cccs2)CC1 | 1.0% | -0.9%
CCS(=O)(=O)N1CCC(C(=O)Nc2ccc(OC)c(OC)c2)CC1 | -1.6% | -9.0%
O=C1C2C=CC=CC2=NC(=S)N1CCN1CCC(=C(c2ccc(F)cc2)c2ccc(F)cc2)CC1 (stereo not drawn) | 1.4% | -10.2%
CCCOc1ccc(C(=O)Nc2ccc(NC(=O)c3ccc(Br)cc3)cc2)cc1 | -4.9%[57.5 µM] | 0.5%[57.5 µM]
C=Cc1ccc(CSc2nc(-c3ccc(C)cc3)nc3c2Cc2c(CO)cnc(C)c2O3)cc1 | 5.7% | 31.6µM*
Nc1nc(CN2CCN(C(=O)c3ccc(F)cc3F)CC2)nc2ccccc12 | 0.9% | 4.8%
COc1ccc(C)cc1NC(=O)c1c(C(=O)Nc2cccc(C)c2C)sc2nc(C)cc(=O)n12 | 37.4%[activator] | 2.9%
COc1ccc(/C=C\c2onc(C)c2S(=O)(=O)N2CCC(C(=O)Nc3ccccc3OC)CC2)cc1 | -3.3%[57.5 µM] | 5.1%
CCCN(CCC)C(=O)CSc1nc2sc3c(c2c(=O)n1-c1ccccc1)CCN(C(C)=O)C3 | 14.9% | -7.1%
COc1cc(OC)c2c(C)c(CC(=O)NCCc3ccccc3F)c(=O)oc2c1 | -0.1% | -1.4%
Cc1cc(C)cc(-n2c(SCC(=O)NC3CCCCC3)nc3c([nH]c4ccccc43)c2=O)c1 | 7.5% | 45.1%[activator]
COc1cc(C2C(C(=O)Nc3ccccc3)=C(C)Nc3nc(SCc4ccccc4F)nn32)cc(OC)c1OC (stereo not drawn) | 3.7% | 8.3%
O=C(Nc1ccc2c(c1)CCC2)c1ccc(Br)cc1 | -0.7% | -3.9%

Not a retest: entries from further up.
SMILES | UDG counter | AID inh
COc1cc(OC)c2c(C)c(CC(=O)NCCc3ccccc3F)c(=O)oc2c1 | -0.1% | -1.4%
Cc1cc(C)cc(-n2c(SCC(=O)NC3CCCCC3)nc3c([nH]c4ccccc43)c2=O)c1 | 7.5% | 45.1%[activator]
COc1cc(C2C(C(=O)Nc3ccccc3)=C(C)Nc3nc(SCc4ccccc4F)nn32)cc(OC)c1OC (stereo not drawn) | 3.7% | 8.3%
O=C(Nc1ccc2c(c1)CCC2)c1ccc(Br)cc1 | -0.7% | -3.9%

Continuation:
SMILES | UDG counter | AID inh
Cc1cc(C)cc(-n2nnc(-c3nsc(NC(=O)c4ccccc4Cl)n3)c2C)c1 | -7.8% | -19.9%
Cc1c(Cl)cccc1NC(=O)C(=O)NCC(c1cccnc1)N1CCN(c2ccccc2)CC1 (stereo not drawn) | 15.2% | -3.7%
CN1CCN(C(CNC(=O)c2ccc(F)cc2)c2ccc3c(c2)OCO3)CC1 (stereo not drawn) | 19.1% | -6.8%
CNC(=O)[C@H]1O[C@@H](n2cnc3c(NCc4cccc(I)c4)ncnc32)[C@H](O)[C@@H]1O | 5.6% | -4.4%
CCN(c1ccccc1)c1nnc(NC(=O)Nc2ccccc2)s1 | -6.0% | 0.9%
CCN1CCN(CC(=O)N2CCNC(=O)C2CC(=O)Nc2ccc(F)cc2)CC1 (stereo not drawn) | 9.0% | 1.7%
CC1CCN(S(=O)(=O)c2cc(C(=O)NCc3ccc(N(C)C)cc3)n(C)c2)CC1 | -5.9% | -0.6%
CCC(CC)c1nnc(NC(=O)c2nn(Cc3ccccc3)c(=O)c3ccccc23)s1 | 4.5% | 1.2%
Cc1cc(C)cc(C(=O)Nc2cccc(-c3nc4ncccc4o3)c2C)c1 | -2.9% | -4.0%
CCCCNC(=O)c1ccc2c(Cl)c3c(nc2c1)CCCC3 | -8.7% | -25.1%
CCOC(=O)CC(NC(=O)CCc1c(C)nc2c(c1C)c(=O)n(C)c(=O)n2C)c1ccc(OCC)c(OC)c1 (stereo not drawn) | 4.1% | 9.4%
Cc1noc(/C=C/c2cccs2)c1S(=O)(=O)N1CCC(C(=O)NCc2ccccc2Cl)CC1 | 1.3%[57.5 µM] | 3.4%
N#Cc1ccc(COC(=O)CCC(=O)c2ccccc2)cc1 | -4.7% | -10.1%
Cc1ccc(-n2c(=O)c3c(c4cc(C)ccc4n3C)n(CC(=O)c3ccc(Cl)cc3)c2=O)cc1 | 13.1% | 8.4%
CCCn1nc(C(=O)OCc2cccc(Cl)c2)c2ccccc2c1=O | -4.1% | -21.7%

Marked active in AID inh, of those listed so far:
canonical_smiles,AID inh
C=Cc1ccc(CSc2nc(-c3ccc(C)cc3)nc3c2Cc2c(CO)cnc(C)c2O3)cc1,31.6µM*

Later entries:
SMILES | UDG counter | AID inh
CC(C)c1ccc(CCNC(=O)/C=C/c2cccs2)cc1 | 1.0% | 1.6%
Cc1ccc(NC(=O)C2CCC(CNS(=O)(=O)c3ccc4c(c3)CCCC(=O)N4)CC2)cc1F (stereo not drawn) | 3.4% | -16.6%
COc1cc(Cl)c(/C=C(/C#N)c2ccc(Cl)cc2)cc1OC | -11.4% | -20.3%
COc1ccc(C)cc1NC(=O)C(=O)NCCc1csc2nc(-c3ccccc3C)nn12 | -10.4% | 3.2%
COc1ccccc1CNC(=O)CCc1c(C)nc2cc(-c3ccccc3OC)nn2c1C | 1.2% | ?
CCOc1ccc(C2c3[nH]c4ccccc4c3CCN2C(=O)CSCc2ccc(F)cc2)cc1 (stereo not drawn) | -1.9% | ?
Cc1ccc(N2C(=O)C(CC(=O)Nc3ccc(F)cc3)N(CCC3=CCCCC3)C2=O)cc1 (stereo not drawn) | -4.4% | 7.4%
COc1ccccc1CNC(=O)Cn1c(-c2ccc(F)cc2)cc(C(C)=O)c1C | ? | 3.0%
COc1ccc(S(=O)(=O)N(C)Cc2nc(-c3cccc(C)c3)no2)cc1 | -8.9% | ?
CCOC(=O)Cn1c(=O)cc(-c2ccccc2)c2c(C)nn(C)c21 | 6.7% | -7.6%

These rows are one share of the data; rates above refer to the full screens.
